PHOSPHO1 inh: blocks human PHOSPHO1 phosphatase activity; Q8TCT1; recombinant PHOSPHO1, absorbance phosphatase assay; inhibition, % at 13.3 µM; hit rate 1.1% among 290,000; AID 1565; in the data active means inhibition above about 60%
Target sequence (Q8TCT1 whole entry, looked up): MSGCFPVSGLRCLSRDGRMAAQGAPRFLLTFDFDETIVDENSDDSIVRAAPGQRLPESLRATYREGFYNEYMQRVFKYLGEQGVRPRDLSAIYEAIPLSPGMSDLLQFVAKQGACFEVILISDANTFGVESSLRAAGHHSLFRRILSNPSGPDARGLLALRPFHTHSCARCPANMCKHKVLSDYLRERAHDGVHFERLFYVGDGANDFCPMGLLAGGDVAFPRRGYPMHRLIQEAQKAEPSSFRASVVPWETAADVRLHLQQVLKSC
PfM18AAP inh: blocks P. falciparum M18 aspartyl aminopeptidase; recombinant PfM18AAP, H-Glu-NHMec fluorogenic cleavage; inhibition, % at 7.35 µM; hit rate 1.2% among 290,000;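 active means inhibition above the campaign mean inhibition over all tested compounds plus 3 SD, cut at about 28% in these data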;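 further: 0% = plate median of test compound wells and 100% = 2 mM ZnCl2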
NALP1 yeast inh: blocks the NALP1 inflammasome reconstituted in yeast | inhibition, % at 10 µM | hit rate 0.61% among 280,000 | S. cerevisiae NALP1/ASC/caspase-1 growth, X-gal OD620, 72 h; in the data active means inhibition mostly above about 24%, no sharp cut-off; inactive means mostly below about 32%; further: some compounds called inactive have numbers as strong as hits
GPR7 antagonist: human neuropeptides B/W receptor 1 antagonism; P48145; GPR7-expressing cells, fluorescence antagonist assay; AID 1861; hit rate 1.1% among 290,000; inhibition, % at 4.4 µM; in the data active means inhibition above about 16%, passing the limit was not always enough;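 further: cells stimulated with the agonist NPW; 0% = agonist with vehicle and 100% = vehicle without agonist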
MEKK2mut PB1 HTS: signal of MEK5 binding to mutant human MEKK2 PB1 domain. hit rate 0.35% among 290,000. bead flow cytometry, Alexa488-MEK5 binding to MEKK2 mutant. percent response, % at 10 µM; in the data active means percent response above about 24%, passing the limit was not always enough; further: inactives centre near 1; some results filed as inactive read as strong as hits; reference of the scale not given here
OXTR ag: human OXTR agonism; CHO-OTR cells, Fluo-8 calcium fluorescence; normalized: DMSO 0%, oxytocin 100%; activation, % at 3 µM; P30559; hit rate 0.32% among 320,000; AID 2435;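 active means activation above the mean of all tested compounds plus 3 SD, cutoff set per screening run, cut at about 20% in these data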;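 further: peak over basal fluorescence ratio from a 100 s FLIPR kinetic read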
Target sequence (P30559 whole entry, looked up): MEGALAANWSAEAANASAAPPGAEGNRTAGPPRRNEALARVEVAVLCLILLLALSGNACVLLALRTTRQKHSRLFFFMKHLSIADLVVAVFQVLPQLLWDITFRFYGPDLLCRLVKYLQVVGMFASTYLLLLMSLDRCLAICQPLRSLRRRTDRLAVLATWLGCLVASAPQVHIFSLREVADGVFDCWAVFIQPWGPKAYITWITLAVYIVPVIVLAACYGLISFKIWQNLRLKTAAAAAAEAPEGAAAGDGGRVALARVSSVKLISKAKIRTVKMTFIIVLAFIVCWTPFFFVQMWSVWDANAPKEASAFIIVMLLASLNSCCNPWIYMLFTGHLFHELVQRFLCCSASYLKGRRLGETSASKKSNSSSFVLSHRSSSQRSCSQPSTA
FID counter: counter-screen for HCV NS3 helicase inhibitors: DNA intercalator displacement; DNA fluorescent intercalator displacement, fluorescence; inhibition, % at 7.9 µM; hit rate 0.17% among 290,000; AID 1845; in the data active means inhibition above about 37%;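 further: 0% = vehicle and 100% = reference compound; higher means more ethidium bromide displaced from hairpin DNA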
MEKK2wt PB1 HTS: raises or lowers MEK5 binding to wildtype human MEKK2 PB1 domain; bead flow cytometry, Alexa488-MEK5 binding to MEKK2 WT; actives lie on both sides; binding response (% of control), % at 10 µM; hit rate 1.1% among 290,000; in the data active means binding response below about 67% or above about 130%
MEKK3 PB1 HTS: modulators (inhibitors or enhancers) of MEK5 binding to human MEKK3 PB1 domain; Q99759; bead-based flow cytometry, Alexa488-MEK5 binding to MEKK3; actives lie on both sides; 0 = blocked by unlabeled MEK5, 100 = vehicle; binding response (% of control), % at 10 µM; hit rate 1.4% among 290,000; AID 1529;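 active means binding response more than 3 SD above or below the average of its plate-row segment, actives on both sides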;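 further: Alexa488 bead fluorescence after subtracting the streptavidin-only scavenger bead signal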
* hit, by the source's call; . = not tested or not shown.

no.	molecule	NALP1 yeast inh	PHOSPHO1 inh	PfM18AAP inh	MEKK3 PB1 HTS	FID counter	OXTR ag	GPR7 antagonist	MEKK2wt PB1 HTS	MEKK2mut PB1 HTS
1	CCCC(C)C(=O)Nc1ccc(S(=O)(=O)Nc2nccc(C)n2)cc1 (stereo unspecified)	20.5	19.9	-3.0	98.0	-2.3	0.8	-2.8	97.0	-4.0
2	CC(C)CCCN1CCN=C1Nc1ccccc1	9.4	9.6	-4.9	99.0	6.8	2.0	12.8	104.0	-3.0
3	CN(C)c1ccc(N=Nc2nc3ccccc3n2C)cc1	.	29.7	18.9	85.0	34.1	-1.8	14.0	85.0	-11.0
4	Cn1ccnc1SCC(=O)Nc1ccc2c(c1)OCO2	1.9	-3.6	9.6	98.0	0.8	0.3	-4.1	93.0	1.0
5	COCc1cc(C)nc(SCC(=O)Nc2cccc(C)c2C)c1C#N	26.6	3.5	-3.3	85.0	0.1	0.0	2.7	91.0	-5.0
6	Cc1cc(C)c(S(=O)(=O)N2CCCOC2CNC(=O)C(=O)NCc2ccncc2)c(C)c1 (stereo unspecified)	40.3	-13.2	0.0	105.0	-12.7	-1.4	-2.8	104.0	2.0
7	COc1cc(C2C(C(=O)c3ccc(C)o3)=C(O)C(=O)N2c2cc(C)on2)ccc1OCc1ccccc1 (stereo unspecified)	19.4	30.7	5.9	101.0	-46.8	0.6	-12.5	99.0	0.0
8	Cc1nn(CC(=O)Nc2ccccn2)c(C)c1Br	19.9	11.7	3.0	88.0	-7.3	0.0	-0.3	89.0	-4.0
9	O=C(COc1ccccc1)NCC1COc2ccccc2O1 (stereo unspecified)	8.0	22.8	-3.2	102.0	-11.0	0.0	6.0	110.0	6.0
10	Cc1ccc2[nH]c(C(=O)N/N=C/c3ccccc3O)c(C)c2c1	-2.6	4.7	0.6	100.0	-7.3	5.1	9.0	103.0	-2.0
11	Cc1ccc(CNC(=O)c2cnc3ccccc3n2)cc1	-14.5	11.0	0.2	100.0	-20.5	4.5	-2.6	98.0	-3.0
12	Cc1c(Cl)cccc1NC(=O)CNC(=O)c1ccco1	6.3	.	-5.7	106.0	-1.6	0.6	-11.3	103.0	5.0
13	CC(Cc1ccc(Cl)cc1)N1CCC(n2nccc2NC(=O)C2CCCC2)CC1 (stereo unspecified)	11.0	13.0	-2.2	100.0	11.3	0.8	4.8	117.0	10.0
14	Fc1ccc(N=C2NN=C(c3cc(F)ccc3F)CS2)cc1	26.7	-8.6	16.1	99.0	-1.4	0.4	-2.8	95.0	11.0
15	O=c1c2ccccc2nc2n1C1(CCCCC1)Cc1ccccc1-2	1.5	4.2	-2.5	91.0	-0.8	-1.8	-7.3	94.0	-2.0
16	Cc1ccc(C(=O)N2CCCC(Nc3ccc(F)c(F)c3)C2)cn1 (stereo unspecified)	4.1	17.0	-0.7	101.0	-6.4	-0.2	-7.5	105.0	6.0
17	CCC(Sc1nc2ncccc2[nH]1)C(=O)NCCc1ccccc1 (stereo unspecified)	17.8	-3.5	4.3	101.0	-14.4	-1.2	-2.1	101.0	3.0
18	CC(=O)Nc1ccc(NC(=O)Nc2ccc(C)cc2C)cc1	9.4	14.8	-14.5	101.0	-3.8	-0.5	-0.5	101.0	-1.0
19	C=CCn1c(SCC(N)=O)nnc1-c1ccccc1O	-15.5	21.4	0.7	115.0	-2.6	0.7	9.8	107.0	5.0
20	CCOC(=O)CCc1c(C)nc(SCC(=O)O)c(C#N)c1C	5.2	11.8	5.1	107.0	1.6	-0.7	-6.6	98.0	0.0
21	Cc1ccc2c(c1)c1c(n2CC(O)CN2C(=O)CNC2=O)C(=O)CCC1 (stereo unspecified)	-0.3	-11.5	-3.7	100.0	-15.2	-0.1	-6.6	98.0	0.0
22	C=C(C)Cn1c(SCC(=O)N/N=C/c2c(O)ccc3ccccc23)nc2ccccc2c1=O	10.1	-3.3	3.3	95.0	-4.9	0.9	-8.9	93.0	-3.0
23	O=C(N/N=C\c1cn(-c2ccccc2)nc1-c1ccccc1)c1ccc(Br)o1	8.9	21.5	-6.5	.	-4.3	-0.8	-8.1	.	.
24	O=C(OCc1ccccc1)c1cccnc1Cl	0.9	20.2	-3.0	100.0	3.9	-0.4	-7.2	96.0	-3.0
25	O=C(N/N=C/c1ccccn1)c1ccccc1	17.6	5.8	-8.3	89.0	-2.8	0.7	-9.1	88.0	-4.0
26	O=C(/C=C/c1ccco1)Nc1nc(-c2ccc(F)c(F)c2)cs1	16.6	20.3	-3.5	88.0	-3.7	0.9	-10.6	88.0	-7.0
27	N#CC(=C1SC=CS1)c1nc(-c2ccccc2)cs1	6.1	26.9	1.3	98.0	-3.0	-1.2	-8.3	91.0	-1.0
28	C=C1CCN([C@H](C(=O)OCc2ccc(C)cc2)C(C)C)S(=O)(=O)c2ccccc21	5.8	-9.6	.	98.0	.	-0.3	.	101.0	2.0
29	COc1cc(CNC(=O)C2CC2)ccc1OCc1ccccc1	7.4	27.9	-2.6	101.0	-14.3	1.0	5.8	97.0	2.0
30	CC(C)(C)c1ccc(C(=O)NN2CCOCC2)cc1	11.8	-21.0	0.4	102.0	-3.9	-0.7	-8.2	105.0	4.0
31	Cc1ccccc1-c1nnc(CN2CCC(C)CC2)o1	16.0	27.0	1.3	102.0	-8.2	-1.4	-0.5	102.0	5.0
32	Cc1ccc(N2C(=O)c3ccccc3C2Nc2ccccc2F)nc1 (stereo unspecified)	16.1	2.1	-0.9	112.0	-15.2	-2.7	-11.8	110.0	11.0
33	COc1ccc(C(=O)N2N=C(c3cccc(NS(C)(=O)=O)c3)CC2c2cccs2)cc1 (stereo unspecified)	11.8	37.1	2.7	102.0	-25.0	1.6	5.3	105.0	6.0
34	Cc1cc(C)n(-c2ccc(Cl)c(C(=O)O)c2)n1	12.6	12.5	0.2	104.0	2.9	-0.8	-7.4	99.0	-3.0
35	COc1ccc(C(=O)OCC(=O)NC(C)CCc2ccccc2)cc1 (stereo unspecified)	22.1	28.4	2.5	103.0	-27.3	-1.2	-0.9	109.0	3.0
36	CCOC(=O)c1sc(-c2cccs2)nc1C	2.5	24.5	-1.0	96.0	2.4	-2.0	-9.7	95.0	-5.0
37	CC(CC(=O)N1CCN(c2ccccc2F)CC1)c1ccccc1 (stereo unspecified)	39.5	-9.8	-1.4	95.0	-21.1	-1.4	5.9	94.0	-5.0
38	CCn1c(SCC(=O)NCc2ccco2)nc2c1c(=O)n(C)c(=O)n2C	2.4	-3.5	-0.2	94.0	0.2	7.5	-5.4	96.0	1.0
39	COC(=O)c1cc(S(=O)(=O)NCC2CCN(Cc3ccc(C)cc3)CC2)c[nH]1	10.3	44.5	3.0	101.0	6.5	-0.2	-3.6	111.0	8.0
40	Cc1cc(N)n(Cc2cccs2)n1	6.9	3.4	-3.0	95.0	4.7	-0.5	-4.9	86.0	-20.0
41	Cc1cnccc1CNC(=O)CC1C(=O)NCCN1CC(C)(C)C (stereo unspecified)	14.8	32.2	-1.9	105.0	0.2	0.2	0.7	97.0	-12.0
42	CCCCC(=O)Nc1nnc(SCC(=O)NC2CCCC2)s1	3.8	24.4	-6.5	94.0	-3.9	-0.4	1.3	94.0	-4.0
43	CCc1noc(C)c1C(=O)OCC(=O)c1ccccc1OC	15.4	16.2	0.4	98.0	-14.7	-0.8	-24.0	100.0	-4.0
44	CCOC(=O)CSC1=C(C#N)C(c2ccc(Cl)cc2)CC(=O)N1 (stereo unspecified)	16.0	-11.3	-3.4	105.0	-13.3	0.8	4.1	108.0	16.0
45	Cc1cccn2c(=O)c3cc(C(=O)NCC4CCCO4)c(=N)n(CCN4CCOCC4)c3nc12 (stereo unspecified)	6.0	15.0	-6.0	.	-15.6	0.3	-8.6	.	.
46	Cc1ccc(CC(=O)Nc2nc3ccccc3s2)cc1	15.3	36.6	-4.4	104.0	3.9	-0.5	9.2	106.0	3.0
47	CN(C)S(=O)(=O)N1CCC(Oc2cccc(C(=O)N3CCCCCC3)c2)CC1	12.5	18.5	-5.1	102.0	-42.7	2.4	-5.3	105.0	8.0
48	CC(=O)c1c(C(C)=O)c(C)n(NC(=O)c2ccc(Cl)cc2)c1C	17.5	19.7	-1.3	102.0	-7.4	0.3	1.9	102.0	3.0

Continued, starting with the last four of the part before.
no.	molecule	NALP1 yeast inh	PHOSPHO1 inh	PfM18AAP inh	MEKK3 PB1 HTS	FID counter	OXTR ag	GPR7 antagonist	MEKK2wt PB1 HTS	MEKK2mut PB1 HTS
45	Cc1cccn2c(=O)c3cc(C(=O)NCC4CCCO4)c(=N)n(CCN4CCOCC4)c3nc12 (stereo unspecified)	6.0	15.0	-6.0	.	-15.6	0.3	-8.6	.	.
46	Cc1ccc(CC(=O)Nc2nc3ccccc3s2)cc1	15.3	36.6	-4.4	104.0	3.9	-0.5	9.2	106.0	3.0
47	CN(C)S(=O)(=O)N1CCC(Oc2cccc(C(=O)N3CCCCCC3)c2)CC1	12.5	18.5	-5.1	102.0	-42.7	2.4	-5.3	105.0	8.0
48	CC(=O)c1c(C(C)=O)c(C)n(NC(=O)c2ccc(Cl)cc2)c1C	17.5	19.7	-1.3	102.0	-7.4	0.3	1.9	102.0	3.0
49	CCSc1ncc(C#N)c(=O)[nH]1	21.1	7.1	6.7	104.0	2.5	0.5	-6.8	106.0	6.0
50	CC(C)(C)C(=O)/C=c1\s/c(=C\c2ccc(-c3ccc([N+](=O)[O-])cc3)o2)c(=O)n1CC(=O)NC(N)=O	5.0	43.1	2.9	111.0	-3.4	36.2*	9.9	241.0*	396.0*
51	CCn1c(SCC(=O)c2c[nH]c3ccccc23)nnc1-c1cccs1	.	2.9	13.0	98.0	3.2	1.7	-0.5	100.0	2.0
52	Cc1ccc(C(=O)N/C(=C/c2ccco2)C(=O)NCCc2c[nH]c3ccccc23)cc1	3.3	-27.0	-3.9	111.0	-10.1	-0.9	-10.6	106.0	0.0
53	COc1ccccc1C(=O)Nc1cc(Cl)ccc1O	21.7	19.2	4.7	105.0	6.9	2.3	5.8	105.0	1.0
54	Cc1ccc2c(c1)C1CN(C)CCC1N2C(=O)c1ccc(Cl)c(S(=O)(=O)N2CCOCC2)c1 (stereo unspecified)	22.0	43.8	-1.5	100.0	20.9	0.7	0.7	95.0	-3.0

Compound activity: PubChem BioAssay, several laboratories

Compounds were not picked by outcome; about 6.2% have a hit in one of these screens.
